GLS inh – qHTS for Inhibitors of Glutaminase (GLS); GLS enzymatic activity, qHTS titration; Potency, µM (top dose mostly 45.5 µM), without a hit: at the highest dose activity change, negative = inhibition, hits mostly inhibitors; hit rate 0.21% among 410,000; AID 624170, 2012; note: potency is the fitted concentration of half-maximal effect; % is set by controls: 0 for no effect and ±100 for the full control effect
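Human kidney-isoform GLS in 45 mM KH2PO4 pH 8.2, 0.02% Tween-20, with compound, started with 1mM L-Glutamine (added stock). Glutamate oxidase/HRP/Amplex red coupled fluorescence read at start and after 30 min at RT.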
JMJD2A Tudor – qHTS Assay for Inhibitors of JMJD2A-Tudor Domain; Lysine-specific demethylase 4A (Homo sapiens), O75164; AlphaScreen JMJD2A-Tudor / H3K4me3 peptide binding; Potency, µM (series often up to 114 µM), inactives show top-dose activity change, negative = inhibition, actives largely listed as inhibitors; hit rate 4.4% among 390,000; AID 504339, 2011; note: potency is the fitted concentration of half-maximal effect; % is set by controls: 0 for no effect and ±100 for the full control effect; nearly all actives have a fitted effect of over 50% in size
Target sequence (O75164 whole entry, looked up, the tested form may be a part): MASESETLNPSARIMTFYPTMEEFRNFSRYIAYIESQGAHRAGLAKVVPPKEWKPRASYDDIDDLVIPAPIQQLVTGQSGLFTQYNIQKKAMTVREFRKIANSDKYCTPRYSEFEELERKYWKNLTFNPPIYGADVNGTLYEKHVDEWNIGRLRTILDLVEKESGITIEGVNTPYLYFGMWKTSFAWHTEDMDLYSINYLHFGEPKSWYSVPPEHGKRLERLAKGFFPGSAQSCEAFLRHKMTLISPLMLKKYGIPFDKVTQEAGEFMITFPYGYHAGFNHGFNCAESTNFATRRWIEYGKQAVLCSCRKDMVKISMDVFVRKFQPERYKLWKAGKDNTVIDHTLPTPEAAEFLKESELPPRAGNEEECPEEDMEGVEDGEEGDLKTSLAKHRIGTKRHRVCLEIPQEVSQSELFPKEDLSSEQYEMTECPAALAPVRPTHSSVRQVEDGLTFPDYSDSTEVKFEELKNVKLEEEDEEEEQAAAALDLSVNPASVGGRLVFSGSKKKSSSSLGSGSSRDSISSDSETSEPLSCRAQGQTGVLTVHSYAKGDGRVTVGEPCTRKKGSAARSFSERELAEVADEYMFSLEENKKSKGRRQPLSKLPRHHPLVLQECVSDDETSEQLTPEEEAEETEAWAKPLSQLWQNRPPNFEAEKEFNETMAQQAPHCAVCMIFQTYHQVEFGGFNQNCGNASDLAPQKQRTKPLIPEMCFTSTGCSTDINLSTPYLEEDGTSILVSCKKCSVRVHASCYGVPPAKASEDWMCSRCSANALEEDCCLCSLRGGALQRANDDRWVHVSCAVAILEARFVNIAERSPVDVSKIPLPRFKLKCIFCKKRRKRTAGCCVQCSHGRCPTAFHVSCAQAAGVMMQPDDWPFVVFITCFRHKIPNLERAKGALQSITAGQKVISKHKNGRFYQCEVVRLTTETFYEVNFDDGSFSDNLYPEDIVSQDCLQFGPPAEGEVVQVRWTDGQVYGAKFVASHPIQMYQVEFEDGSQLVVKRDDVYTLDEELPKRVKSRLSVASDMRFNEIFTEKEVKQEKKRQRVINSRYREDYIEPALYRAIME
HP1b binding inh – HTS for Inhibitors of HP1-beta Chromodomain Interactions with Methylated Histone Tails. Chromobox protein homolog 1 (Homo sapiens), P83916. AlphaScreen HP1-beta / biotin-H3K9me3 peptide binding. Potency, µM (top dose mostly 114 µM), inactives show top-dose activity change, negative = inhibition, usual class: inhibitors. hit rate 0.56% among 390,000. AID 540317, 2011; note: potency is the fitted concentration of half-maximal effect; nearly all actives have a fitted effect of over 70% in size; inactives centre near 23
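AlphaScreen: HP1-beta (50 nM) preformed 30 min with biotin-H3(1-18)K9me3 peptide (50 nM) in PBS pH 7.4, 0.01% Tween-20. Compound added for 30 min at RT, then streptavidin donor/nickel chelate acceptor beads (10 ug/mL) for 30 min.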
ERG-DNA inh – qHTS for Small Molecule Inhibitors of the ERG Ets/DNA interaction; Transcriptional regulator ERG (Homo sapiens), P11308; fluorescence polarization, His-ERG Ets domain / labelled DNA; Potency, µM (top dose mostly 76.9 µM), inactives show top-dose FP activity, negative = inhibition, actives largely listed as inhibitors; hit rate 0.028% among 370,000; active = well fitted inhibition curve with a large enough effect in the polarisation, with a control signal flat; inconclusive = small, poorly fitted or top-dose-only effect, or effect the other way, or a change in a side signal; inactive = no such curve, though single readings can be large or run the other way; the % refers to the polarisation;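 note: polarization taken with two DNA probes labelled with fluorescein and Texas red; potency is the fitted concentration of half-maximal effect; % of control where 0% means no effect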
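His-tagged ERG Ets domain (1 uM in the protein solution; 300mM KCl, 50mM Tris-HCl, 1mM EDTA, 1mM DTT, pH 7.5) received compound, then a probe mix of 5 nM fluorescein-DNA and 100nM Texas-615-DNA. Fluorescence polarization was read for both dyes.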
G9a inh – qHTS Assay for Inhibitors of Histone Lysine Methyltransferase G9a | Histone-lysine N-methyltransferase EHMT2 (Homo sapiens), Q96KQ7 | G9a H3K9 monomethylation, AlphaScreen, 2 h | Potency, µM (series often up to 102 µM), for inactives: at the highest dose activity, negative = inhibition, most hits filed as inhibitors | hit rate 8.8% among 350,000; note: potency is the fitted concentration of half-maximal effect; % is set by controls: 0 for no effect and ±100 for the full control effect; nearly all actives have a fitted effect of over 75% in size
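AlphaScreen read-out: biotin-H3K9 peptide (500 nM) methylation by 20 nM enzyme with 20 uM SAM, 2 h at room temperature after 15 min compound preincubation; anti-monomethyl H3K9 antibody plus donor/acceptor beads, 10 min dark.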
Pin1 inhibitor – qHTS Assay to Find Inhibitors of Pin1. Peptidyl-prolyl cis-trans isomerase NIMA-interacting 1 (Homo sapiens), Q13526. Pin1 FP peptide displacement, HiFluor488, 10 min. Potency, µM (top dose mostly 115 µM), for inactives: top-dose activity, negative = inhibition, hits mostly inhibitors. hit rate 0.009% among 390,000. AID 504891, 2011; active = well fitted inhibition curve with a large enough effect in the polarisation, with a control signal flat, not every such curve was filed as active; inconclusive = small, poorly fitted or top-dose-only effect, or effect the other way, or a change in a side signal; inactive = no such curve, though single readings can be large or run the other way; the % refers to the polarisation; note: potency is the fitted concentration of half-maximal effect; % is set by controls: 0 for no effect and ±100 for the full control effect
Tb PGK inh – qHTS Assay to Find Inhibitors of Phosphoglycerate Kinase. Phosphoglycerate kinase, glycosomal (Trypanosoma brucei brucei), P07378. PGK/GAPDH coupled, Kinase-Glo luminescence, 60 min. Potency, µM (highest dose often 57.5 µM), for the others: at the top dose activity change, negative = inhibition, usual class: inhibitors. hit rate 0.043% among 380,000. AID 602233, 2012; note: potency is the fitted concentration of half-maximal effect; % is set by controls: 0 for no effect and ±100 for the full control effect; nearly all actives have a fitted effect of over 60% in size
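Recombinant glycosomal PGK reaction used 1,3-bisphosphoglycerate generated in-well by GAPDH (100nM final) in 100mM TEA pH 7.6, 5mM MgCl2, 0.01% Tween-20. After 60 minutes at room temperature, ATP was read by Kinase-Glo Plus luminescence end-point.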
PI4K2A block – qHTS for small molecular inhibitors of PI4K2A; Phosphatidylinositol 4-kinase type 2-alpha (Homo sapiens), Q9BTU6; purified PI4K2A, ADP-Glo luminescence, 1 h; active compounds read low; activity change, negative = inhibition, % at 76.9 µM; hit rate 0.13% among 420,000; AID 1346378, 2018; in the data active = activity change below about -50%; inconclusive = mostly about -30% to -49%;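 note: -100% = wells without enzyme as full effect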
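In this quantitative HTS, ADP production by PI4K2A was quantified luminescently after 1 h at ambient temperature; 100 microM adenosine served as plate-quality control.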
BAZ2B inh – qHTS Assay for Inhibitors of BAZ2B. Bromodomain adjacent to zinc finger domain protein 2B (Homo sapiens), Q9UIF8. AlphaScreen BAZ2B-H3K14Ac peptide displacement. Potency, µM (series often up to 114 µM), inactives show top-dose activity change, negative = inhibition, most hits filed as inhibitors. hit rate 4.4% among 360,000. AID 504333, 2011; note: potency is the fitted concentration of half-maximal effect; % is set by controls: 0 for no effect and ±100 for the full control effect; nearly all actives have a fitted effect of over 60% in size
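Protein-peptide AlphaScreen: BAZ2B 50 nM, b-H3K14Ac 50 nM, 1x PBS pH 7.4 + 0.01% Tween-20. Preincubation 30 min RT; cpd 30 min RT (top 110 uM); beads 20 min RT, light-protected.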
Starred values were filed as active, the others as inactive; i = inactive; ? = inconclusive; nt = not tested or not shown; [ ] = another dose, or the depositor's remark. Unless noted, calls come from the whole dose curve; as a rule, active = well fitted curve in the direction sought with a large enough effect; inconclusive = small, poorly fitted or top-dose-only effect, or another doubt; inactive = no such curve, though single readings can be large; an effect the other way counts as inactive or inconclusive.

entry	Molecule	GLS inh	JMJD2A Tudor	HP1b binding inh	ERG-DNA inh	G9a inh	Pin1 inhibitor	Tb PGK inh	PI4K2A block	BAZ2B inh
1	COc1ccc(S(=O)(=O)NCCCCNS(=O)(=O)c2ccc(OC)cc2)cc1	4.7%	-10.1%	17.5%	-8.4%	-33.9%[59 µM]	?	-2.6%	3.0	6.2%
2	O=[N+]([O-])c1cccc(-c2cc(-c3cc(Br)ccc3O)[nH]n2)c1	1.6%	-17.6%	6.8%	-1.7%	-2.5%	?	6.0%	-7.4	-10.2%
3	Cc1ccc(-c2csc(C3C(N)=NC(S)=C(C#N)C34CCCCC4)n2)cc1 (stereo unspecified)	-7.3%	-13.6%	21.8%	-1.7%	144.6%[activator][12.7 µM]	35.8%[activator]	4.8%	-17.4	?
4	COc1ccc(CCNC(=O)c2cc(=O)[nH]c3ccc(Br)cc23)cc1OC	0.0%	-4.9%	27.9%	-4.3%	-8.2%	1.2%	-3.0%	0.5	14.9%
5	CC1(C)N=C(c2ccccc2)C(c2ccccc2)=N1	-13.5%	-8.3%	4.4%[57 µM]	3.5%	nt	-0.1%	i	4.5	nt
6	CC(C)c1nnc(NC(=O)CCCCCN2C(=O)C3C4C=CC(C4)C3C2=O)s1 (stereo unspecified)	-1.6%	-26.9%	29.4%	8.7%	17.8%	-3.3%	i	3.4	13.2%
7	CCOc1ccc(S(=O)(=O)Nc2ccc(C(=O)NCc3ccncc3)cc2)cc1	2.1%	-16.9%	39.3%[activator]	6.6%	12.7%[12.7 µM]	-3.3%	-8.9%	0.7	-6.3%
8	O=C(Nc1ccc(C(=O)O)cc1)/C(=C\c1ccco1)NC(=O)c1ccc(Br)o1	39.9%[activator]	?	?	13.1%	35.5µM*	-6.6%	-9.6%	-6.7	-2.0%
9	N#Cc1c(NCCN)nc(NCc2ccccc2)c2c1CCN(Cc1ccccc1)C2	2.3%	?	-15.4%	-2.1%	44.7µM*	7.2%	-5.5%	-5.6	?
10	Cc1cc(NC(=O)CSc2nnc(-c3ccccc3F)n2N)no1	49.0%[activator]	-23.3%	7.0%	-6.0%	nt	5.2%	1.2%	-0.3	nt
11	Nc1cc(=O)[nH]c(SCc2nc3ccccc3n2Cc2ccccc2)n1	7.6%	-14.7%	17.2%	nt	6.8%[59 µM]	-2.0%	nt	-6.2	1.7%
12	COc1ccc(N(Cc2ccccc2)N=O)cc1	8.5%	26.9%	51.5%[activator]	-2.2%	39.8µM*	2.1%	-6.2%	-16.5	0.5%
13	Fc1cccc(/C=C2\CCCC3=C2NC(=S)NC3c2cccc(F)c2)c1 (stereo unspecified)	0.6%	?	2.5%	13.2%	nt	3.0%	-1.0%	-3.9	?
14	O=C(O)CNS(=O)(=O)Cc1ccccc1	3.1%	-15.1%	12.3%	9.6%	7.5%	2.4%	-2.5%	1.4	-8.4%
15	c1cncc(CNc2ncnc3ccc(-c4ccc5c(c4)OCCO5)cc23)c1	1.7%	?	25.5%	nt	12.4%[12.7 µM]	?	-4.9%	-6.8	-8.8%
16	COc1ccc(OC)c(NC(=O)COC(=O)c2c(C)noc2C)c1	-0.2%	-17.1%	37.1%	-2.7%	0.9%[59 µM]	4.3%	-4.3%	1.7	11.5%
17	O=C(C1CC1)N1CCN(Cc2ccccc2)CC1	-3.2%	-17.4%	16.2%	5.1%	nt	0.8%	-4.5%	-0.3	nt
18	CCOC(=O)N/N=C(/c1ccccc1)C1CCCCC1	0.0%	11.0%	44.7%[activator]	-2.8%	2.4%	-3.6%	i	-21.0	5.2%
19	O=C(O)C1C2C=CC(C2)C1C(=O)Nc1cccc(F)c1 (stereo unspecified)	-3.4%	1.5%	32.0%	0.3%	-27.9%[59 µM]	-1.4%	i	3.1	-5.6%
20	CCN(C(=O)COC(=O)COc1ccc(Cl)c(C)c1)C1CCS(=O)(=O)C1 (stereo unspecified)	5.1%	8.8%	45.7%[activator]	-2.6%	?	-5.2%	0.9%	2.5	-4.4%
21	COc1ccccc1NC(=O)Nc1c(C)nn(C)c1C	10.5%	-10.3%	9.1%	-5.9%	1.7%	-9.2%	-5.0%	4.1	-9.8%
22	COc1cc(NS(=O)(=O)c2ccc(NC(=S)NC(=O)c3sc4ccccc4c3Cl)cc2)ncn1	-1.1%	?	?	7.4%	?	15.3%	5.5%	-0.5	-21.3%
23	Cc1cc(C)cc(OCC(=O)OCC(=O)Nc2cc(C)nn2-c2ccccc2)c1	5.4%	-14.3%	9.3%	-10.3%	-6.6%[59 µM]	-5.2%	-1.1%	3.9	10.7%
24	Cc1ccc(NC2C(=O)NC(=O)NC2=O)cc1	0.5%	-17.2%	23.7%[57 µM]	6.9%	nt	6.7%	1.0%	-58.9*	nt
25	O=C(c1cccc([N+](=O)[O-])c1)n1nc(-c2ccccc2)nc1NCc1ccccc1	-0.5%	?	-11.7%	1.1%	44.7µM*	-2.9%	-8.6%	4.5	-6.9%
26	O=C(/C=C/c1cccs1)NC(=S)Nc1ccc(C(=O)O)cc1	6.3%	-31.0%	21.5%	7.3%	?	24.1%	-0.7%	0.4	-28.5%
27	COc1ccc(-c2oc(=O)c3cc(OC)c(OC)cc3c2/C=C/c2ccc(F)cc2)cc1	5.8%	-24.5%	19.4%	-3.6%	-2.0%[0.501 µM]	19.4%	-9.8%	-2.0	0.0%
28	CC(Cc1ccccc1)C(=O)N1CCN(C)CC1 (stereo unspecified)	3.6%	-6.2%	44.1%[activator]	-5.5%	?	-7.3%	-1.7%	-1.8	0.7%
29	Cc1ccc(N=Cc2cccc(O)c2O)c(C)c1	nt	35.5µM*	15.8µM*	nt	?	nt	nt	nt	-31.8%
30	CC/C(C)=N/NC(=S)NCc1ccco1	-2.7%	-7.1%[57.1 µM]	38.3%	-3.6%	?	-2.0%	-9.7%	4.2	0.6%
31	COC(=O)C1=C(C(=O)OC)[C@@H]2N(Cc3ccccc3)c3ccccc3[C@@]23C[C@@H](C(=O)OC)N(C(C)=O)C3=N1	2.0%	?	-4.2%	-1.5%	-18.8%[59 µM]	-2.2%	-8.3%	-1.2	?
32	CCCNC(=O)Cn1c(=O)oc2ccccc21	2.9%	-5.7%	43.6%[activator]	1.0%	-3.4%[59 µM]	2.8%	i	-2.9	13.5%
33	Cc1ccc(CS(=O)Cc2ccc(C(=O)N3CCN(c4ccccc4)CC3)o2)cc1 (stereo unspecified)	-3.3%	-28.1%	19.1%	0.9%	2.2%	-6.3%	-2.5%	-4.4	-23.5%
34	CN1OC[C@@H]2CN(Cc3ccc(Cl)cc3)[C@H](c3cccc(Br)c3)C[C@@H]21	-2.3%	-11.0%	13.6%	-1.3%	nt	7.8%	-0.7%	1.4	nt
35	CCc1sc(N(C(=O)Cc2ccccc2)c2cccc(F)c2)nc1-c1ccc(C)cc1	0.5%	-19.0%	13.7%	-1.3%	15.4%[0.0925 µM]	-3.9%	-1.3%	5.8	-30.8%
36	COc1cc(OC)c(NC(=O)CCc2c(C)nc3c4c(C)cc(C)nc4nn3c2C)cc1Cl	-2.5%	-18.8%	6.3%	4.5%	-24.8%[59 µM]	-0.4%	i	7.3	0.0%
37	Oc1ccc(N2CCN(Cc3cc4c(cc3Br)OCCO4)CC2)cc1	19.8%	35.5µM*	?	15.9%	1.78µM*	-6.0%	-1.3%	0.4	39.8µM*
38	CSc1ccccc1NC(=O)CN(C)Cc1cc(=O)n2ccsc2n1	3.5%	-16.5%	19.3%	12.8%	18.4%[59 µM]	0.6%	-0.7%	4.0	-23.7%
39	CCOC(=O)c1sc(N2C(=O)C(O)=C(C(=O)c3ccco3)C2c2cccc([N+](=O)[O-])c2)nc1C (stereo unspecified)	?	?	-2.8%	1.7%	44.7µM*	-14.9%	3.4%	-0.9	?

An excerpt from above in order of their number in GLS inh, largest number first.
entry	Molecule	GLS inh	JMJD2A Tudor	HP1b binding inh	ERG-DNA inh	G9a inh	Pin1 inhibitor	Tb PGK inh	PI4K2A block	BAZ2B inh
38	CSc1ccccc1NC(=O)CN(C)Cc1cc(=O)n2ccsc2n1	3.5%	-16.5%	19.3%	12.8%	18.4%[59 µM]	0.6%	-0.7%	4.0	-23.7%
31	COC(=O)C1=C(C(=O)OC)[C@@H]2N(Cc3ccccc3)c3ccccc3[C@@]23C[C@@H](C(=O)OC)N(C(C)=O)C3=N1	2.0%	?	-4.2%	-1.5%	-18.8%[59 µM]	-2.2%	-8.3%	-1.2	?
36	COc1cc(OC)c(NC(=O)CCc2c(C)nc3c4c(C)cc(C)nc4nn3c2C)cc1Cl	-2.5%	-18.8%	6.3%	4.5%	-24.8%[59 µM]	-0.4%	i	7.3	0.0%

Bioassay records from PubChem BioAssay.
